# Screening data (PubChem BioAssay)
# A549 viability = kills or reduces viability of A549 cells in Nrf2 counter-screen | hit rate 0.16% among 390,000 | A549 ARE-Fluc cells, CellTiter-Fluor viability, 18-24 h | AID 504648 | Potency, µM (highest dose often 46 µM), inactives show at the top dose activity change, negative = cytotoxicity, actives largely listed as inhibitors; further: potency means the concentration at half of the fitted maximal effect; on the % scale 0 is the no-effect control and ±100 the full control effect
#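 A549 ARE-Fluc cells in 5% FBS OPTI-MEM, 5000 cells/well, rested 2 h then exposed to compounds in concentration-response for 18-24 h at 37 °C. Viability by CellTiter-Fluor fluorescence (Ex 405/Em 525) after 30 min; luciferase luminescence (BugLite, 15 min, RT) read afterwards.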
# MmCpn inh = M. maripaludis TRiC chaperonin inhibition. purified Mm-Cpn ATPase, ADP Transcreener TR-FRET. Potency, µM (doses to about 76.9 µM), for the others: at the top dose activity, negative = inhibition, hits mostly inhibitors. hit rate 0.031% among 330,000; further: potency means the concentration at half of the fitted maximal effect; on the % scale 0 is the no-effect control and ±100 the full control effect; nearly all actives have a fitted effect of over 80% in size
#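 TR-FRET (320 nm excitation; 590 and 665 nm emission) reports ADP made from 10 uM ATP by 25 nM enzyme; compounds were preincubated 10 min, reaction run 30 min, both at 37°C.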
# TGFb SMAD3 inh = blocks TGF-b signaling. HepG2 CAGA-GFP TGF-b/SMAD3 reporter, GFP fluorescence, 18 h; TGF-beta stimulated, 500 pg/mL final. Potency, µM (top dose mostly 46.1 µM), inactives show at the highest dose activity, negative = inhibition, actives largely listed as inhibitors. hit rate 1.2% among 410,000. AID 588855; further: potency means the concentration at half of the fitted maximal effect; on the % scale 0 is the no-effect control and ±100 the full control effect; nearly all actives have a fitted effect of over 65% in size
#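 TGF-beta reporter screen: HEPG2 CAGA-GFP, 1% FBS, 500 pg/mL TGF-beta final, 18 h; per-cell GFP summed per well; curves fitted and categorized by class.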
# Nrf2 activator = activates Nrf2 signaling. Potency, µM (highest dose often 46.1 µM), without a hit: top-dose activation, most hits filed as activators. hit rate 0.31% among 410,000. AID 624171. AREc32 ARE-luciferase reporter (MCF7-derived line), luminescence, 24 h; further: potency means the concentration at half of the fitted maximal effect; % of control where 0% means no effect; nearly all actives have a fitted effect of over 65% in size
#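 Quantitative high-throughput format: AREc32 reporter cells, 1000 per well, received compound by pin transfer and were incubated 24 hr at 37 deg C, 5% CO2, before Steady-Glo luminescence detection.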
# CCT modulator = changes cytosolic chaperonin activity; purified chaperonin ATPase assay, HTRF ADP detection, 30 min; activity change, % (test concentration not listed), hits read low; hit rate 0.3% among 360,000; AID 651819; in the data active means activity change below about -30%; further: on the % scale 0 is the no-effect control and ±100 the full control effect
#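 Nucleotide hydrolysis assay: TRiC at 20–40 nM final (set by batch activity) with 10 uM ATP, 30 min at 37 °C, in presence of 76 uM compound. Detection by competitive ADP HTRF, 30 min ambient.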
# EPAC2 antag = blocks human EPAC2 exchange factor; Q8WZA2; EPAC2 GEF exchange of Rap1B-BODIPY-GDP, fluorescence; Potency, µM (doses to about 114 µM), for inactives: at the highest dose activity, negative = inhibition, most hits filed as inhibitors; AID 720708; hit rate 0.18% among 360,000; further: potency means the concentration at half of the fitted maximal effect; on the % scale 0 is the no-effect control and ±100 the full control effect; nearly all actives have a fitted effect of over 45% in size; many of its hits are not listed in these tables
# Target sequence (Q8WZA2 whole entry, looked up): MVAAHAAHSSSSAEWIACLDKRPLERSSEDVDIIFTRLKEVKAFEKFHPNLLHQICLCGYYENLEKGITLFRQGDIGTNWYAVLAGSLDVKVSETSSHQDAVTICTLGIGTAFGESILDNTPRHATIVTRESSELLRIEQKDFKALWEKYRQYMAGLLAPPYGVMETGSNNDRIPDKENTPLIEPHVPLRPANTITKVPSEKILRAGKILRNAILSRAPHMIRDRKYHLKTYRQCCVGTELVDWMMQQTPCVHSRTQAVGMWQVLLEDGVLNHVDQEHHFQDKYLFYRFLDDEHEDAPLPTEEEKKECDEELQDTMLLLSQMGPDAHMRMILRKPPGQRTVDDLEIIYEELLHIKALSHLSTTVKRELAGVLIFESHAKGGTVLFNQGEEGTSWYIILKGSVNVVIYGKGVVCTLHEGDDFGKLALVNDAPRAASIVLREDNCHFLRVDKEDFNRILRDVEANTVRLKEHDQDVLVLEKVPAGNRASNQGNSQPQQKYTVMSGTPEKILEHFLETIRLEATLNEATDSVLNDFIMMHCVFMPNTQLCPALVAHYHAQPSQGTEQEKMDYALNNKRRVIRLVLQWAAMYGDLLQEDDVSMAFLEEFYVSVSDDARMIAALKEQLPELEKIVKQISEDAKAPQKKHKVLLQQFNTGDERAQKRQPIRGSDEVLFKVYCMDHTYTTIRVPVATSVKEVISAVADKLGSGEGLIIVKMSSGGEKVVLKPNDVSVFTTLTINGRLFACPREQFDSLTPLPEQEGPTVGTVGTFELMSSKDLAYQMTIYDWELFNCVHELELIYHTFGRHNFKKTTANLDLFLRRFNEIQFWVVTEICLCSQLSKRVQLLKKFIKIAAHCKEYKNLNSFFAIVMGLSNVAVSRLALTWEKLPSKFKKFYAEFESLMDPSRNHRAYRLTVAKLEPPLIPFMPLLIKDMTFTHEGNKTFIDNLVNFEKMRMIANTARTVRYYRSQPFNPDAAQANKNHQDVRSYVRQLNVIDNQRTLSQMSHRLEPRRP
# Nrf2 block = inhibitors of Nrf2 signaling; A549 ARE-Fluc reporter, luciferase luminescence, 18-24 h; Potency, µM (titrated, usually from 46 µM), without a hit: at the top dose activity change, negative = inhibition, most hits filed as inhibitors; hit rate 2.1% among 360,000; further: potency means the concentration at half of the fitted maximal effect; on the % scale 0 is the no-effect control and ±100 the full control effect; nearly all actives have a fitted effect of over 60% in size
#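 Cells were seeded and rested 2 h, then exposed to compounds for 18-24 h. CellTiter-Fluor was read first as a viability measure. BugLite was added 15 min before the final luminescent read of ARE-luciferase activity in A549 cells.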
# Akt phos inh = blocks phosphorylation of Akt; Neuro2A IGF-stimulated pAkt S473 HTRF, 20 min; stronger effect = lower value; activity change, % for hits at 50 µM; hit rate 0.32% among 360,000; AID 651550; in the data active means activity change below about -80%; inconclusive means mostly about -51% to -80%; further: on the % scale 0 is the no-effect control and ±100 the full control effect
#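 Neuro2A cells in DMEM with 0.5% FBS, overnight at 37 deg C, given compound at single 50 µM final, then IGF (6 nM final) for 20 min at 37 deg C. Lysed; phospho-Akt Ser473 by HTRF after 24 h, 665/615 ratio.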
# EPAC2 agonist = activates human EPAC2 exchange factor; Q8WZA2; EPAC2 activation, biochemical qHTS; response scale: 100% = 6.5 mM cAMP response; Potency, µM (doses to about 154 µM), for inactives: at the highest dose activation, most hits filed as activators; hit rate 0.079% among 360,000; AID 720711; further: potency means the concentration at half of the fitted maximal effect; nearly all actives have a fitted effect of over 50% in size
#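 In this primary screen, activation is scored as increased exchange of BODIPY-GDP from Rap1B by 100 nM EPAC2, with 50 uM GDP as competitor. Signal is normalized to the 6.5 mM cAMP agonist control.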
# * marks the source's active call; other numbers are inactive results; i = inactive; ? = inconclusive; / = not tested or not shown; [ ] = remark or other dose. Unless noted, the call rests on the fitted dose curve; in most records, active means well fitted curve in the direction sought with a large enough effect; inconclusive means small, poorly fitted or top-dose-only effect, or another doubt; inactive means no such curve, though single readings can be large; an effect the other way counts as inactive or inconclusive. These rows are one share of the data; rates above refer to the full screens.
# Second line of a record – MmCpn inh	CCT modulator	TGFb SMAD3 inh	Akt phos inh	EPAC2 antag	A549 viability	EPAC2 agonist	Nrf2 activator	Nrf2 block
CCCOc1ccc(-c2nnc(-c3cccs3)o2)cc1
 : -0.2%	0.1	3.5%	i	-7.4%	10.7%	3.7%	0.1%	/
Cc1ccc(Cn2c(-c3ccccc3)nc3ccccc32)cc1
 : /	/	-29.1%	/	/	5.6%	/	6.5%	-7.7%
CCOc1cc(C2NC(=O)CCC2[N+](=O)[O-])cc(Br)c1OC (configuration not stated)
 : -1.4%	-1.7	-8.9%	i	0.2%	-1.6%	-2.3%	-0.5%	7.4%
O=C(CCCN1C(=O)/C(=C/c2ccccc2Cl)SC1=S)N1CCCC1
 : 0.1%	0.3	?	i	0.2%	-5.6%	16.6%	?	1.2%
CC1(C)CC(NC(=O)C2CCCCC2C(=O)O)CC(C)(C)N1 (configuration not stated)
 : 0.9%	-3.7	4.6%	i	-2.9%	3.6%	0.3%	-0.1%	13.3%
O=C(COC(=O)c1ccc2c(c1)OCO2)Nc1ccccc1OC(F)F
 : -5.4%	-1.2	0.0%	i	6.5%	13.9%	2.7%	-0.8%	-15.6%
O=C(NC1(C(=O)O)CCCC1)c1ccccc1
 : /	-0.4	29.9%	i	-0.9%	-5.2%	17.0%	-0.5%	7.0%
CCCCn1c(=N)n(CCOc2ccccc2OC)c2ccccc21
 : /	/	10µM*	/	/	-10.4%	/	4.2%	-26.7%
C/C(=N\Nc1nc2ccccc2[nH]1)c1ccc([N+](=O)[O-])cc1
 : 0.5%	0.5	-0.8%	i	-0.9%	-19.3%	1.8%	2.0%	?
COc1ccc(C(CNC(=O)c2ccc(-c3cccc(C(F)(F)F)c3)o2)N2CCOCC2)cc1 (configuration not stated)
 : -2.1%	-2.9	-3.2%	i	?	-4.5%	-2.1%	0.2%	?
Cc1ccc(C)c2nc(SCC(=O)NCc3cccs3)c(C#N)cc12
 : -8.6%	-3.1	-3.6%	i	5.7%	-3.0%	2.1%	-0.2%	5.2%
O=C(CCN1C(=O)C2CC=CCC2C1=O)Nc1ccc(S(=O)(=O)N2CCCCC2)cc1 (configuration not stated)
 : -8.5%	-2.2	-0.6%	i	-13.3%	0.2%	6.0%	0.0%	-15.9%
OC(CNCC1COc2ccccc2O1)COc1ccc(Cl)cc1 (configuration not stated)
 : -7.7%	-1.1	?	i	-4.0%	-2.7%	10.2%	4.8%	0.1%
COc1ccc(NC(=O)c2ccc(-c3csc(C)n3)cc2)cc1
 : -0.9%	-3.0	-12.6%	i	5.5%	-18.4%	2.3%	0.1%	20.6µM*
COc1ccc(CN(Cc2nc3ccccc3c(=O)[nH]2)C(=O)C(C)(C)C)cc1
 : -1.1%	-2.8	0.6%	i	-1.9%	-4.7%	-4.6%	-0.3%	-20.9%
CC(C)(C)NC(=O)COC(=O)c1nsc(Cl)c1Cl
 : 0.9%	-1.0	13.0%	i	-4.0%	11.6%	1.7%	0.1%	10.5%
Cc1noc(C)c1S(=O)(=O)Nc1ccc2c(c1)C(=O)N([C@H](C)CO)C[C@H](C)[C@@H](CN(C)C(=O)CCCN(C)C)OCCCC[C@@H](C)O2
 : /	0.7	4.1%	i	-6.4%	/	7.3%	-0.7%	/
CCN(CC)S(=O)(=O)N1CCN(S(=O)(=O)N2CCOCC2)CC1
 : -0.7%	1.3	1.3%	i	15.0%	-6.1%	6.5%	0.0%[9.22 µM]	3.9%
O=C(CCc1nnc2ccc(NCc3ccco3)nn12)N1CCN(c2ccccc2)CC1
 : 0.2%	-3.4	5.9%	i	3.9%	4.5%	4.7%	4.1%	-5.1%
COCCN1C=C2C(=O)C(C)(OC(=O)c3cccs3)C(=O)C=C2C=C1CCCC(=O)OC (configuration not stated)
 : 0.5%	-0.9	6.3%	i	8.4%	?	4.2%	0.6%	-10.7%
CCCCOc1ccc(CSCCN)cc1Cl
 : 0.1%	-2.1	?	i	-7.3%	0.1%	5.8%	5.3%	-6.1%
CC(C)CCNC(=O)C(c1ccco1)N(Cc1ccc(F)cc1)C(=O)c1snc(C(N)=O)c1N (configuration not stated)
 : -4.0%	-6.5	-21.9%	i	-14.0%	5.3%[1.84 µM]	3.9%	0.6%	?
Cc1ccc(-n2nnc(-c3cnc4ccccc4c3)n2)cc1
 : /	0.5	-24.6%	i	-3.3%	-1.4%	-1.0%	8.4%	?
Cc1ccccc1NC(=O)CSc1nc(N)c(C#N)cc1C#N
 : ?	-0.5	13.9%	i	-8.7%	13.5%	2.8%	0.2%	-16.3%
Cc1nn(C)cc1S(=O)(=O)N1CCN(Cc2ccc(F)cc2Cl)CC1
 : -0.3%	-2.1	65.6%[activator]	i	0.6%	4.5%	8.1%	-0.1%	14.6%
CCCCN(Cc1ccccc1)C(=O)C1CCN(S(=O)(=O)c2c(C)noc2C)CC1
 : 0.2%	-1.3	-8.5%	/	-4.5%	-10.3%	-8.5%	-0.6%	2.2%
CC(=O)Nc1ccc(OCC(O)CN2C(C)(C)CC(O)CC2(C)C)cc1 (configuration not stated)
 : -0.4%	-1.1	1.5%	i	1.3%	8.8%	6.1%	-0.6%	9.7%
COc1ccc(CNC(=O)CCNS(=O)(=O)c2ccc(Br)s2)cc1
 : 0.6%	-1.6	11.1%	i	-6.7%	4.5%	11.0%	-0.2%	-17.9%
Cc1ccc(C(=O)NC(=S)Nc2cccc(-c3nc4ccccc4s3)c2)cc1
 : -7.2%	-3.5	1.1%	i	-0.4%	6.5%	9.5%	4.1%	?
O=C(NCCNC1CCCCC1)c1ccco1
 : -0.4%	-16.6	-19.1%	i	3.4%	-0.2%	14.7%	-0.7%	0.6%
CCOc1ccc(N2C(=O)C3Sc4[nH]c(=O)sc4C(/C=C/c4ccccc4)C3C2=O)cc1 (configuration not stated)
 : -3.4%	-7.8	-1.1%	i	-11.8%	1.2%	8.6%	?	0.4%
CCC[n+]1c(C)sc2c(OC)ccc(OC)c21
 : 0.4%	0.6	-9.8%	i	5.3%	-0.6%	-2.5%	-0.5%	1.8%
COc1cc(C(=O)N/N=C(\C)c2ccc3c(c2)OCO3)cc(OC)c1OC
 : -0.7%	-2.1	?	i	3.1%	?	11.1%	2.7%	?
CCOc1ccc(N2C(=O)C3ON(c4ccccc4)C(c4ccco4)C3C2=O)cc1 (configuration not stated)
 : -0.9%	0.7	-6.0%	i	-15.6%	2.0%	2.8%	2.5%	-3.2%
C[C@@H]1CN([C@@H](C)CO)C(=O)CCCn2nncc2CO[C@H]1CN(C)S(=O)(=O)c1ccc(Oc2ccccc2)cc1
 : /	-2.0	-1.8%	i	-4.8%	/	4.3%	2.5%	/
CCC1CO/C(=C(\C(=C(Cl)Cl)N2CCOCC2)[N+](=O)[O-])N1 (configuration not stated)
 : 0.2%	2.4	1.5%	i	-1.1%	-0.1%	0.5%	-1.5%	-10.9%
CCCn1c(SC(C)C(=O)O)nc2ccccc21 (configuration not stated)
 : -1.0%	-1.4	?	i	-8.0%	-0.2%	3.1%	-0.5%	0.6%
CCCN(CC(=O)Nc1ccccc1C)C(=O)/C=C/c1ccc(OC)c(OC)c1
 : /	1.0	-20.7%	i	8.7%	/	-2.0%	-0.3%	/
COc1ccccc1NC(=O)COC(=O)C12CC3CC(CC(Cl)(C3)C1)C2
 : -0.1%	-2.7	37.8%[activator]	i	-4.8%	-4.7%	7.8%	-0.8%	12.1%
OC(c1ccccc1)(c1nc(-c2cccc(C(F)(F)F)c2)cs1)C(F)(F)F (configuration not stated)
 : /	0.2	?	i	?	/	-6.9%	-2.6%	/
Cc1nnc(-c2ccc(N3CCCCCC3)c([N+](=O)[O-])c2)o1
 : -0.3%	-1.8	-16.5%	i	-6.8%	-3.8%	10.1%	7.8%	16.1%
CSC1=C(C#N)C(CC(C)C)C(C(C)=O)=C(C)N1 (configuration not stated)
 : -1.8%	-1.6	-0.5%	i	14.2%	-13.1%	2.9%	0.0%	/
Cc1cccc(N2CCN(C(=O)COc3ccc4c(c3)CCC4)CC2)c1C
 : 4.0%	-1.1	-9.7%	i	-8.8%	9.3%	9.8%	-0.8%	-3.4%
Cn1c(N)c(C(=O)CSc2nc3ccccc3n2-c2ccccc2)c(=O)n(C)c1=O
 : -0.8%	2.8	6.2%	i	-5.7%	6.2%	1.4%	0.0%	1.9%
CC(C)(C)NC(=O)NC(=O)COC(=O)c1nc(-c2ccccc2)n(-c2cccc(C(F)(F)F)c2)n1
 : -0.3%	-1.4	-2.1%	i	-14.7%	-5.9%	-5.8%	3.7%	5.1%
COc1cccc(OCc2nnc(SCc3cc(=O)[nH]c4ccccc34)o2)c1
 : -1.4%	0.1	15.0%	i	-12.0%	-4.6%	21.2%	1.8%	?
Cc1onc(NC(=O)NC(=O)c2c(Cl)cccc2Cl)c1Br
 : -0.6%	-0.3	-0.9%	i	-7.1%	4.8%	6.6%	-0.7%	0.0%
CC1(c2ccc(Cl)cc2)NC(=O)N(CC(=O)Nc2ccc(N3CCCCC3)cc2)C1=O (configuration not stated)
 : -0.7%	-2.8	-12.0%	i	-2.8%	1.4%	-11.6%	0.1%	3.6%
O=C(CC1C(=O)NCCN1C/C=C/c1ccccc1)NCCCC1CCCC1 (configuration not stated)
 : -1.2%	2.2	-0.1%	i	-10.5%	7.3%	0.1%	3.1%	?
COc1cccc(-n2c(=S)sc3c(=O)n(-c4ccccc4OC)c(SCC4OCCO4)nc32)c1
 : -0.9%	1.0	2.4%	i	8.3%	-0.2%	5.7%	-0.4%	-6.8%
CC(c1nnc(SCn2nnc3ccccc3c2=O)n1-c1ccc(Cl)cc1)N(C)C (configuration not stated)
 : 0.0%	-0.2	-18.1%	i	-2.8%	1.6%	12.8%	-0.4%	-19.6%
COc1ccc([C@@H]2CC=C(C(=O)O)[C@H](c3cccc(Cl)c3)N2S(=O)(=O)c2ccc(C)cc2)cc1OC
 : 1.7%	-1.4	1.3%	i	13.2%	-7.7%	-0.4%	0.2%	-6.1%
